# Compound activity (PubChem)
# RmlCD inh 1536 = M. tuberculosis RmlC/RmlD inhibition; P9WH09+P9WH11; RmlC+RmlD coupled enzyme assay, percent inhibition; primary screen in compound mixtures; inhibition, % at 3.6 µM; 160,000 tested, 0.03% active; AID 1533; in the data active = inhibition mostly above about 34%, no sharp cut-off; also: some results filed as inactive read as strong as hits
# Target sequence (P9WH09 whole entry, looked up): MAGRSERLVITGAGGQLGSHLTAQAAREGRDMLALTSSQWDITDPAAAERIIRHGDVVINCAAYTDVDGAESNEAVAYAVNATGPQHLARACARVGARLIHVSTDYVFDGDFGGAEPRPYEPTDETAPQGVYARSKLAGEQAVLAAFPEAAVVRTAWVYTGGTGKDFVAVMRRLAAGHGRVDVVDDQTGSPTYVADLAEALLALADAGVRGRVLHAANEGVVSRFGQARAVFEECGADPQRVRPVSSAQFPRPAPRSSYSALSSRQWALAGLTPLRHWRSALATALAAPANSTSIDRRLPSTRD
# Target sequence (P9WH11 whole entry, looked up): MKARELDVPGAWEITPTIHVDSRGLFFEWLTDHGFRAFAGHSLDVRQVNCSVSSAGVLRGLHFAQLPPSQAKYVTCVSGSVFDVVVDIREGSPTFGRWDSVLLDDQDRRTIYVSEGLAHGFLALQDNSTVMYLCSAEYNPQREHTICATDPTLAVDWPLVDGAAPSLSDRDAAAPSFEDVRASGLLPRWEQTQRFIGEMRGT
# GlmU inhibition = inhibition of mycobacterial GlmU enzyme – biochemical, glucosamine-1-phosphate acetyltransferase (AID 1376). M. tuberculosis GlmU acetyltransferase enzyme assay; higher % means a stronger effect. one-dose inhibition, %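 (tested at 30 µM in the primary screen)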; IC50 in µM for titrated hits. 220,000 tested, 0.25% active; in the data active = inhibition above about 13%;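 also: 0% = complete reaction with vehicle and 100% = reaction without substrate; strong numbers were not always called active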
# Active calls of the source: *; . = not tested or not shown. An excerpt. The share of hits here may be higher or lower than overall.
smiles,RmlCD inh 1536,GlmU inhibition
Cc1ccc(CCNC(=O)C2CCN(S(=O)(=O)N3CCC4(CC3)OCCO4)CC2)cc1,.,1.5%
Cc1ccc(NC(=O)Cn2cccc2C2=NC(c3ccccc3)CO2)cc1C (centres undefined),5,1.6%
COCCNC(=O)c1snc2ccc(Cl)cc12,.,5.7%
Cc1cc2oc(=O)cc(CN3CCC(C)CC3)c2cc1Cl,10,3.4%
Cc1cc(Cl)ccc1OCCCC(=O)N1CCN(C(=O)c2ccco2)CC1,6,-2.0%
COc1ccc(N2CCN(C(=O)CNC(=O)c3ccc(C(C)(C)C)cc3)CC2)cc1,-12,4.6%
O=C1C(Cc2c[nH]c3ccccc23)NC(=S)N1Cc1ccccc1 (centres undefined),-18,-0.2%
CCOC(=O)CN1C(=O)CSc2ccccc21,5,2.5%
Cc1ccc(NC(=S)NNC(=O)Nc2ccccc2)cc1,-7,-0.4%
Nc1nnc(SCC(=O)N2CCN(Cc3ccccc3)CC2)s1,-1,0.6%
Cc1ccc(NS(=O)(=O)c2cc(C(=O)N3CCN(C)CC3)ccc2C)cc1,-3,1.4%
CCOc1ccc(CN(C)C(C)C(=O)Nc2ccc([N+](=O)[O-])cc2Cl)cc1OC (centres undefined),11,-4.2%
CCOc1c(N2CCCCC2)c(=O)c1=O,.,-7.3%
CC(C)C(=O)NCCSc1c[nH]c2ccccc12,-4,0.4%
CCOC(=O)CC(=O)Nc1nc2ccccc2s1,6,5.0%
CC(CCCC(C)(C)O)NCc1cn[nH]c1-c1ccc2c(c1)OCO2 (centres undefined),-12,-1.1%
Cc1ccc2occ(C3NC(C(=O)O)CS3)c(=O)c2c1 (centres undefined),-32,4.5%
Cc1cc([N+](=O)[O-])nn1CC(=O)N1N=C(C(F)F)CC1(O)C(F)F (centres undefined),-11,-4.3%
CN(Cc1cccc2ccccc12)C(=O)c1cc(COc2c(F)cccc2F)on1,.,-0.2%
CCSCC1COC(c2cccn2Cc2ccc(C)cc2)=N1 (centres undefined),23,-3.6%
CCOC(=O)c1c(-c2ccccc2Cl)cn2ccccc12,1,0.5%
CCN(CC)c1ccc(NC(=O)CCCCCN2C(=O)c3ccccc3C2=O)cc1,-5,4.3%
Cn1c(SCC(=O)N2CCCc3ccccc32)nnc1-c1c[nH]c2ccccc12,-13,0.3%
O=C(O)C[C@@H](O)C(=O)O,.,-3.0%
O=C1CCC(C(=O)Nc2cccc3ccccc23)N1 (centres undefined),5,.
COC(=O)c1[nH]c2cc(OC)ccc2c1NC(=O)CN1CCN(c2cccc(C)c2)C(C)C1 (centres undefined),.,-4.5%
Cn1c(=O)[nH]c(=O)c2c1nc(N1CCCCCC1)n2CCOc1ccccc1,-1,7.5%
Cn1c2ccccc2c(=O)c2c(=O)n(Cc3ccco3)c(COc3ccccc3)nc21,0,-1.1%
O=S(=O)(/N=C(/c1ccccc1Cl)N1CCOCC1)c1ccccc1,.,-4.0%
CCC(C)OC(=O)C1=C(C)NC(=O)CC1c1ccccc1OC (centres undefined),-2,0.5%

smiles,RmlCD inh 1536,GlmU inhibition
C/C(Cc1ccccc1)=N\NC(=O)CNC(=O)Cc1ccc(Cl)cc1,15,1.0%
CCCC(C)NC(=O)COC(=O)c1ccc(Cl)c(S(N)(=O)=O)c1 (centres undefined),.,3.2%
CCc1ccccc1NC(=O)Nc1ccc2c(c1)OCO2,-10,-1.9%
C=CCn1c(O)c(N=NC(=O)CNC(=O)/C=C/c2ccco2)c2ccccc21,-11,-3.2%
CNC(=O)c1ncnnc1N(C)C(=O)NCc1ccccc1,-2,-0.8%
O=C(Nc1ccccc1C(=O)NCc1ccc(Cl)cc1)c1ccco1,-8,.
COc1ccc(OC)c(NC(=O)C(=O)NNC(=O)COc2ccc(Br)cc2C)c1,.,-2.7%
Cn1c(=O)[nH]c(=O)c2c1nc(Br)n2CCCCSc1nc2ccccc2o1,0,-2.6%
COc1ccc(-n2c(Cc3cc(=O)[nH]c(=O)[nH]3)nnc2SCC(=O)NC2CCCC2)cc1,-7,2.6%
NC(=O)C1(c2ccccc2)CCCN1C(=O)c1ccc(Br)cc1 (centres undefined),-8,1.1%
COc1ccc(S(=O)(=O)n2oc(=O)cc2-c2ccccc2)cc1OC,.,5.5%
Cc1nc2cc(NCc3cccs3)ccc2n1C,-13,.
Cc1nn(-c2ccccc2)c(NC(=O)c2cccs2)c(-c2ccc(Cl)cc2)c1=O,6,3.0%
CCCCCn1nc(C)c(/C=N/NC(=O)c2ccoc2C)c1C,.,4.2%
Cc1cc(C(=O)OCn2nnc3ccccc3c2=O)c(C)o1,6,-2.5%
O=C(OCC(=O)N1CCCCC1)c1cc2ccccc2cc1O,.,-3.9%
CS(=O)(=O)N1CCC(Oc2ccccc2C(=O)N2CCNC(=O)C2)CC1,-7,-2.8%
O=C(CSc1nc(-c2ccco2)cc(C(F)(F)F)n1)NC1CCCC1,.,2.7%
O=C(NC1CCCC1)C1CCCN(S(=O)(=O)c2cccc3cccnc23)C1 (centres undefined),2,-0.1%
O=C(NCc1cccs1)c1cnc(Cl)c(Cl)c1,-9,7.4%
O=C(CNC(=O)C1CCCCC1)OCn1nnc2ccccc2c1=O,9,5.5%
Cc1[nH]nc(N2CCCCC2)c1[N+](=O)[O-],-11,0.1%
Cc1ccc2nsnc2c1NC(=O)CCc1ccccc1,-1,4.4%
O=C1N(Cc2cccc(Cl)c2)C[C@@H]2C[C@@H](c3ccsc3)N3CCC[C@@]123,.,0.3%
C=CCOC(=O)C1=C[C@H](c2cn(C(C)=O)c3ccccc23)C[C@H](OCc2ccc(CO)cc2)O1,.,2.5%
C/C=C\C(=O)Nc1cccc(C2=NOC3(C2)C[C@@H](C(N)=O)N(C(=O)C2(C)CC2)C3)c1 (some centres undefined),.,3.5%
O=C(CCc1nc2ccccc2[nH]1)NC1CCCCC1,-2,0.4%
COc1cc(NC(=O)COC(C)=O)cc(OC)c1OC,5,-0.8%
O=S1(=O)CC(O)C(Nc2ccc(Cl)cc2)C1 (centres undefined),.,9.6%
COc1ccc(-n2cnnc2SCC(=O)Nc2cc(C)on2)cc1,-3,3.0%

smiles,RmlCD inh 1536,GlmU inhibition
O=C(Nc1cccc2ncccc12)c1cccnc1,.,0.2%
CCOC(=O)CN1C(=O)N[C@@H](c2ccco2)C(C(C)=O)=C1C,.,-5.1%
O=C1c2ccccc2-c2c1cccc2C(=O)N1CCN(C(=O)c2ccco2)CC1,1,-0.1%
Cc1cc(Cl)c(OCCCn2cncn2)c(Br)c1,4,2.2%
C=CCn1c(=N)n(CC(=O)c2cccc([N+](=O)[O-])c2)c2ccccc21,0,-1.1%
Cc1cccc(N=Nc2cn[nH]c2-c2ccco2)c1,5,0.0%
CC(C)=CCCC(C)N(C=O)C(C)CCC=C(C)C (centres undefined),.,2.5%
CN(C)C(=O)CSCc1c(Cl)cccc1Cl,-5,2.9%
N#Cc1cccc(NC(=O)N2CCC(c3nc4c(nnn4Cc4cccc(Cl)c4)c(=O)[nH]3)CC2)c1,-11,1.1%
c1ccc(CN2CCN(CCCNc3ccc4nnc(-c5ccccc5)n4n3)CC2)cc1,-4,-0.8%
Cc1ccc(Cn2c(SCC(C)C)nc3c2c(=O)[nH]c(=O)n3C)cc1,5,0.3%
CNc1ccc(Oc2nc([N+](=O)[O-])nn2C)cc1,-4,0.5%
O=C(Cc1cccs1)Nc1ccc(S(=O)(=O)N2CCCCC2)cc1,4,5.9%
C/C(Cl)=C\C[N+](C)(C)CC(=O)OCCc1ccccc1,-26,3.8%
COc1ccc(NC(=O)Cc2ccc(C)c(C)c2)cc1Cl,.,-0.2%
CC1(CC(=O)Nc2ccccc2)NC(=S)N(c2ccccc2)N1 (centres undefined),2,5.5%
COc1ccc(NC(=O)c2ccccc2-c2ccccc2)c(C)c1,25,-1.2%
COC(=O)c1cccnc1-n1c(=O)c2cccnc2n(Cc2ccc(Cl)cc2)c1=O,.,0.5%
Cc1ccc(-c2onc3ccc(C4OCCO4)cc23)cc1,10,-5.0%
O=C(CSc1nc(Cc2ccccc2)nc2ccccc12)c1ccc2c(c1)OCCO2,6,-0.1%
Cc1ccccc1Cn1cnc2c(nnn2Cc2ccc(F)cc2)c1=O,-1,0.8%
COc1ccc(NC(=O)CN(C)S(=O)(=O)c2ccccc2)cc1OC,.,1.9%
CC(C)(C)C(=O)C[n+]1cccc(C(N)=O)c1,.,6.1%
OCn1c2ccccc2c2ccccc21,.,3.1%
O=C1c2c(O)cc(O)cc2O[C@H](c2ccc(O)c(O)c2)[C@@H]1O,7,-0.3%
COc1ccc(C2=CC(c3ccc(Cl)cc3)n3cnnc3N2)cc1OC (centres undefined),-10,2.8%
CC(=O)Nc1ccc(NC(=O)CSc2nnc(C)c(=O)[nH]2)cc1,-15,-1.1%
Cc1cc(=O)oc2ccc(OC(=O)c3cccc(S(=O)(=O)N4CCOCC4)c3)cc12,.,-3.3%
O=c1[nH]c(=O)n(-c2ccccc2Cl)c(O)c1C=NCCN1CCCCC1,-8,3.3%
c1csc(-c2cnc3n2CCCC3)c1,.,-5.9%

smiles,RmlCD inh 1536,GlmU inhibition
O=C(O)C1=C(C(=O)Nc2ccc(F)c(Cl)c2)CCCC1,6,-1.2%
CCCCCOc1ccccc1C(=O)NCCC(=O)O,-13,3.2%
C=CCNC(=O)C1CC(=O)N(c2ccc(OCC(=O)Nc3ccc(OC)cc3)cc2)C1 (centres undefined),-4,20%
CN(C)C(=N)c1n[nH]nc1SCc1ccccc1,-2,0.3%
O=C(c1ccc(Cl)cc1)C1CCN(C(=O)N2CCOCC2)CC1,-21,5.5%
COc1cc(OC)c(C(=O)CCCN2CCCC2)c(OC)c1,.,2.6%
CCOC(=O)Nc1ccc2ncn(C)c(=O)c2c1,-5,3.3%
COC(=O)c1sccc1NC(=O)c1cccs1,-5,2.7%
NS(=O)(=O)c1ccc(CCNC(=O)CN2CCN(c3ccccc3F)CC2)cc1,2,-4.8%
Cc1cccc(Oc2ccc(NC(=O)c3ccccc3C(=O)O)cc2)c1C,0,-8.7%
COc1ccc(-c2noc3c2-c2nc(-c4ccccc4C)sc2CC3)cc1,.,1.6%
CCOc1ccccc1-c1nc(C(N)=O)c2[nH]c(=O)n(-c3ccc(F)cc3)c2n1,5,-2.9%
COc1ccccc1/C=C/C(=C1/C(=O)N(c2ccccc2)N=C1C)c1ccc(C)cc1,.,6.5%
COc1ccccc1NC(=O)c1ccc(COc2ccc3c(c2)CCC3)cc1,0,1.5%
O=C1CC(NCc2ccc3c(c2)OCO3)C(=O)N1Cc1ccc2c(c1)OCO2 (centres undefined),10,-5.7%
CN1C(=O)S/C(=C/c2ccccc2OCc2ccc(C(=O)O)cc2)C1=O,-8,-2.2%
CCOC(=O)c1sc(Nc2ccccc2)nc1C,.,-6.2%
O=C(/C=C/c1ccco1)Nc1ccc(Oc2ccc(Cl)cc2)cc1,10,2.3%
CCOC(=O)c1c(C)c(C(=O)NCc2ccc3c(c2)OCO3)c(C)n1C,-4,-0.8%
CCOC(=O)CSc1nc2c(sc(=S)n2CCc2ccccc2)c(=O)n1Cc1ccco1,7,3.7%
CN(C1CCCCC1)S(=O)(=O)c1ccc(NC(=O)C2CCCCC2)cc1,8,0.4%
O=C(c1cccs1)N1CCN(c2ccc(F)cc2)CC1,10,4.7%
Cc1ccc(C(=O)O)cc1S(=O)(=O)N1CCSCC1,.,-3.5%
FC(F)(F)c1cc(C(F)(F)F)c2ccc(N/N=C/c3ccccc3)nc2n1,.,0.3%
COc1cccc(C(=O)Nc2cnc(NC(=O)c3ccco3)cc2C)c1,.,2.6%
COc1ccc(-n2cnnc2SC(C)C(=O)Nc2cccc([N+](=O)[O-])c2)cc1 (centres undefined),41,-0.1%
Cc1nc(OCC(=O)c2ccc(Cl)cc2)c(C#N)c2c1COC(C)(C)C2,.,4.5%
CS(=O)(=O)Nc1cccc2cccnc12,.,1.9%
Cc1ccsc1C(=O)C1CCCN(Cc2cnc(N3CCCC3)s2)C1 (centres undefined),-8,3.2%
Clc1ccc(C2CC(c3ccco3)n3ncnc3N2)cc1Cl (centres undefined),.,1.1%
CCn1c(=O)c(=O)n(CC)c2cc(S(=O)(=O)N3CCc4ccccc43)ccc21,3,4.6%
